# Compound activity: PubChem BioAssay, PCMD
# CatB mix inh – cathepsin B inhibitors from pooled compounds, primary screen, biochemical, compound mixtures, AMC fluorescence; Purified cathepsin B, AMC dipeptide fluorescence; hit rate 0.06% among 62,000; P07858; inhibition, %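 (ten-compound pools at 5 µM per compound and 50 µM total)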; in the data active = inhibition above about 22%, passing the limit was not always enough; inconclusive = no clear call, values can overlap the other calls;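 note: 0% = enzyme without compound and 100% = no enzyme blank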
# CatB inh – human cathepsin B inhibitors, primary screen, biochemical, fluorogenic substrate; purified cathepsin B, fluorescence; inhibition, %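 (tested at 10 µM)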; hit rate 0.1% among 63,000; AID 453, 2006; in the data active = inhibition above about 21%;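 note: 0% = enzyme with no compound and 100% = no enzyme blank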
# CatS block – inhibitors of human cathepsin S, biochemical, compound mixtures | P25774 | recombinant cathepsin S, AMC dipeptide fluorescence, pooled mixtures | inhibition, %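 (tested at 5 µM per compound within 10-compound mixtures)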 | hit rate 0.06% among 62,000; in the data active = inhibition above about 32%, passing the limit was not always enough; inconclusive = no clear call, values can overlap the other calls;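 note: 0% = enzyme without compound and 100% = blank without enzyme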
# Target sequence (P25774 115-331 limits assumed): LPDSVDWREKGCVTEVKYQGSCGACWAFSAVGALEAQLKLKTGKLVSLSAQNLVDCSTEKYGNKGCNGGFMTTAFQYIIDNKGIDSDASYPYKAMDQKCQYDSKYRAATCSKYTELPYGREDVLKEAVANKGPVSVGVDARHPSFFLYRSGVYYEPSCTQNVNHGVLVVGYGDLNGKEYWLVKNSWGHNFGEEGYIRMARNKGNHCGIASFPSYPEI
# FXIa inh mix – FXIa protease inhibitors in compound pools, primary screen, biochemical, 10-compound mixtures. Coagulation factor XI (Homo sapiens), P03951. inhibition, % at 5 µM. purified FXIa, fluorogenic substrate, pooled mixtures. hit rate 0.19% among 62,000; in the data active = inhibition above about 20%, passing the limit was not always enough;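 note: each value is inhibition by a whole ten-compound pool holding the compound; 0% = enzyme with no mixture and 100% = wells lacking enzyme; strong numbers were not always called active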
# Target sequence (P03951 19-387 limits assumed): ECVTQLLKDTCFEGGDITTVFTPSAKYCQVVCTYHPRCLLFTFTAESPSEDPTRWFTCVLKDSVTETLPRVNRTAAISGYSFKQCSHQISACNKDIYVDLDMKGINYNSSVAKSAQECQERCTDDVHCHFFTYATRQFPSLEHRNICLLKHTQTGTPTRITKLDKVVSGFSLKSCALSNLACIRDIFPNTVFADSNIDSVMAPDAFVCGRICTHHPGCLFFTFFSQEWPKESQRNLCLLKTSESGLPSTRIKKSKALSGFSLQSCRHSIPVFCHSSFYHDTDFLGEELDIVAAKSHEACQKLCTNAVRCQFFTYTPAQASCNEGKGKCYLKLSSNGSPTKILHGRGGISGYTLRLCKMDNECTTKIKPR
# Target sequence (P03951 388-625 limits assumed): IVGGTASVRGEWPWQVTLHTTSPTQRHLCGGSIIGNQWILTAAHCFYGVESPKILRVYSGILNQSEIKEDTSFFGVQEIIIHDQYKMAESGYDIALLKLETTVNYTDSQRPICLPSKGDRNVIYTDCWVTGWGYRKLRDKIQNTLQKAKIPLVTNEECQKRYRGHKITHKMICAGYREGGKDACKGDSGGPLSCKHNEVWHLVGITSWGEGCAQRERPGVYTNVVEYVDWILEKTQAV
# AP complement – alternative complement pathway inhibitors, primary screen, biochemical, ELISA, human serum, orthogonally pooled compounds. LPS-coated ELISA, C3 deposition; tested in compound mixtures. inhibition, % at 5 µM. hit rate 0.08% among 62,000;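 active = inhibition above 30% in each of the two pooled mixtures holding the compound, so the lower value exceeds 30%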;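 note: 0% = serum in Mg-EGTA without compound and 100% = EDTA serum blank; some compounds past the cut are filed as inactive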
#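 Assay system: human serum alternative complement pathway, C3 deposition on LPS-coated wells; Dosing: 5 µM per compound in ten-compound mixtures; Detection: Anti-C3 ELISA, OD 450 nm; Buffer or medium: Mg2+-EGTA GVB++ buffer containing human serum at 1:15 dilution; Timing: 1 h at 37 °C; Replication: two different pools per compound.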
# CatL inh – inhibitors of human cathepsin L, biochemical; Procathepsin L (Homo sapiens), P07711; purified cathepsin L, fluorogenic substrate, fluorescence; inhibition, %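 (tested at 10 µM)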; hit rate 0.17% among 58,000; AID 460, 2006; in the data active = inhibition above about 45%;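 note: 0% = enzyme with no compound and 100% = no enzyme blank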
# C1s inh – complement C1s protease inhibitors, primary screen, biochemical, 10-compound mixtures; hit rate 0.16% among 62,000; Complement C1s subcomponent (Homo sapiens), P09871; AID 538, 2006; purified C1s, fluorogenic AMC substrate, pooled mixtures; mean inhibition % of two 10-compound mixtures (stronger effect = higher value), % at 5 µM (by protocol);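 active = inhibition above 20% in each of the two 10-compound mixture wells holding the compound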;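 note: 0% = enzyme wells lacking compound mixture and 100% = no-enzyme blank wells; some compounds called inactive have numbers as strong as hits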
# E coli RNAP – E. coli RNAP inhibitors, biochemical; DNA-directed RNA polymerase subunit beta (Escherichia coli (strain K12)), P0A8V2; E. coli RNA polymerase, fluorescence transcription assay; inhibition, %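 (tested at 10 µM)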; hit rate 0.2% among 62,000; in the data active = inhibition above about 20%;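 note: 0% = enzyme without compound and 100% = no enzyme blank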
# CatG inh – human cathepsin G inhibitors, primary screen, biochemical, pooled compound mixtures, AMC fluorescence; purified enzyme, AMC-tetrapeptide fluorescence; AID 581, 2007; inhibition, % at 5 µM (by protocol); hit rate 0.2% among 62,000;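 active = inhibition above 20% in each of the two mixture wells holding the compound; inactive = inhibition of 20% or less in either well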;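 note: 0% = enzyme control without mixture and 100% = blank lacking enzyme; strong numbers were not always called active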
# Target sequence (P08311 21-244 limits assumed): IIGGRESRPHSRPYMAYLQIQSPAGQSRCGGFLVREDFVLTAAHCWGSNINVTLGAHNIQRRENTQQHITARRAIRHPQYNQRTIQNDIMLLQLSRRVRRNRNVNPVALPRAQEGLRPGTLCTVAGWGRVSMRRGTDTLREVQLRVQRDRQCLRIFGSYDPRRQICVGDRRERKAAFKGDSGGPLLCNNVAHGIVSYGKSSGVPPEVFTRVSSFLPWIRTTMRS
# An asterisk follows results filed as active; ? = inconclusive; nt = no result given. These rows are one share of the data; the hit share may differ from the screen's.
SMILES	CatB mix inh	CatB inh	CatS block	FXIa inh mix	AP complement	CatL inh	C1s inh	E coli RNAP	CatG inh
COC(=O)c1ccc(CSc2nc3ccccc3c(=O)n2-c2cccc(OC)c2)o1	5.7	-4.3	3.4	4.2	14.2	0.0	-7.4	4.5	-2.0
N#CCCN(CCC#N)c1nncs1	6.2	0.5	15.8	8.3	-0.5	2.8	16.7	13.0	17.1
Cc1ccccc1-n1c(C)nc2ccccc21	5.2	0.1	7.4	4.5	6.9	nt	-0.6	5.8	-1.8
CCOC(=O)C(NC(=O)C1CCCN1C(=O)OCc1ccccc1)C(=O)OCC (centres undefined)	-11.6	-1.2	-24.5	-17.7	-1.4	1.4	-71.5	-4.3	-13.8
CCCc1nc(SCc2ccccn2)c2c(=O)n(C)c(=O)n(C)c2n1	4.8	4.3	0.4	5.7	2.7	-1.1	4.6	6.1	9.2
COc1ccc(C(=O)Nc2ccccc2-c2nnn(CC(=O)NCc3ccco3)n2)cc1	1.1	4.7	4.9	5.1	3.2	0.5	0.2	-2.8	-1.8
COC(=O)c1cccc(NC(=O)CSc2ncn[nH]2)c1	3.4	-0.7	6.9	2.2	-4.6	17.1	10.3	10.1	12.4
Cc1ccc(Cl)cc1NC(=O)C1CCCN(S(=O)(=O)c2c(C)noc2C)C1 (centres undefined)	-5.1	3.4	-4.3	-7.9	-4.4	13.5	-14.7	-2.1	-7.8
Cc1nc2ccccn2c1P(=O)(N1CCCCC1)N1CCCCC1	-2.3	-3.0	4.5	6.3	16.6	-2.5	-5.4	-3.0	4.2
O=C(Cn1cnc2ccccc2c1=O)NCCC(=O)N1CCN(Cc2ccccc2)CC1	-9.5	-0.5	0.2	1.1	5.2	-1.2	-2.8	8.3	7.3
COc1ccc(C2(O)CCN(Cc3nnnn3Cc3ccc(F)cc3)CC2)cc1	2.3	0.6	2.2	-1.0	-9.3	10.6	-0.1	2.6	9.8
CCOC(=O)c1c(COC(=O)c2ccco2)nc2ccccc2[n+]1[O-]	5.9	0.8	10.3	-1.5	4.8	14.4	-15.3	10.2	10.9
COc1ccc(CN2CCN(C)CC2)cc1OCc1ccccc1	1.7	3.0	0.7	5.2	19.4	18.9	13.9	3.8	9.3
Cc1cccc(N2C(=O)SC(N(C)c3ccccc3)C2=O)c1 (centres undefined)	4.3	-1.9	1.5	3.9	1.0	-2.3	-0.9	4.0	-3.6
COc1ccc(OC)c(NC(=O)NCc2ccc(F)cc2)c1	4.2	-3.8	0.8	13.8	9.9	-2.3	3.5	2.8	-0.1
CC(C)C(NC(=O)CC12CC3CC(CC(C3)C1)C2)C(=O)O (centres undefined)	0.3	2.8	-2.5	-0.2	9.5	12.2	-26.3	9.2	7.3
CCOC(=O)N1CCC(NCCNC(=O)c2ccccc2Cl)CC1	0.0	0.8	3.6	3.3	9.9	-4.9	-12.7	-0.5	-3.9
CCCC1=C(C(=O)OCC)C(c2ccc(N(C)C)cc2)n2ncnc2N1 (centres undefined)	-0.8	-2.0	-0.1	-1.8	-13.1	20.6	1.9	4.5	-1.8
O=C(O)c1cc2cc(OCc3ccccc3)ccc2[nH]1	0.8	-0.5	-5.2	-1.8	9.1	7.4	-2.2	1.6	6.1
O=C(C1CCC(CNc2c(N3CCCCC3)c(=O)c2=O)CC1)N1CCN(c2ccccn2)CC1 (centres undefined)	0.7	6.5	2.9	5.6	16.5	0.8	11.2	1.2	3.6
O=C(c1cccc(F)c1)N1CCc2ccccc21	3.3	0.8	6.4	6.7	3.8	-4.6	6.1	7.0	5.1
CC(NC(=O)Nc1nccs1)(C(F)(F)F)C(F)(F)F	0.0	3.3	6.8	5.4	-0.4	-14.7	-30.8	7.6	4.6
CC(C)CNc1cc(=O)n(C)c(=O)n1C	5.3	-2.1	1.0	0.1	16.3	-1.5	-29.1	-0.2	-0.7
Cc1ccc(-n2c(=O)[nH]c3c(C(N)=O)nc(CC(C)C)nc32)cc1	3.1	2.1	1.7	-0.4	0.2	-2.8	-4.1	2.8	-2.3
Cc1cc(NC(=O)Cn2nnc3sc4c(c3c2=O)CCC(C(C)(C)C)C4)no1 (centres undefined)	-1.6	0.0	9.3	9.2	9.0	4.1	0.5	4.6	1.4
COc1ccc(N2CCN(C(=O)c3ccc(NS(=O)(=O)c4cccc(F)c4)cc3)CC2)cc1	2.2	5.6	-2.0	5.4	4.8	9.3	10.4	9.2	9.5
Cn1c2ccccc2c2c(C(=O)N3CCN(c4ccc(F)cc4)CC3)cn(C3CCCC3)c(=O)c21	4.5	0.8	0.0	5.5	10.3	nt	20.7	6.9	10.5
CS(=O)(=O)N1CCN(C(=O)c2c(F)cccc2F)CC1	-3.5	-2.7	3.3	5.6	-1.4	16.2	-6.8	3.1	1.2
O=C(O)C1C2CCC(O2)C1C(=O)Nc1cccc(F)c1 (centres undefined)	6.5	-1.7	-7.6	1.9	11.7	-2.2	-27.7	4.5	-0.9
NCCCCCc1nnc(SC/C=C/c2ccccc2)o1	6.2	2.6	-6.2	5.3	8.5	0.1	13.4	6.2	9.7
COc1ccc2nc(NC(=O)C(NS(=O)(=O)c3cccs3)C(C)C)sc2c1 (centres undefined)	4.4	3.9	7.0	2.0	2.9	17.4	10.6	12.1	8.4
CCC(C)C(=O)Nc1c2c(nc3c1CCC3)CCCC2 (centres undefined)	2.0	4.6	5.0	0.2	-9.1	8.3	-23.1	7.3	7.0
Cc1ccc(NC2CC(=O)N(c3ccc(N4CCCCC4)cc3)C2=O)cc1 (centres undefined)	4.4	-2.9	-4.8	6.3	19.7	-18.0	4.2	3.3	-1.3
Cc1nn(-c2ccccc2)c(C)c1P(=O)(c1ccccc1)N(C)C (centres undefined)	-4.2	-0.9	-8.1	2.4	22.2	3.3	-5.1	-8.7	1.2
O=C(c1ccc(Br)o1)N(c1ccc(Br)cc1)C1C=CS(=O)(=O)C1 (centres undefined)	5.2	4.6	?	1.5	-15.4	0.2	-10.2	0.9	-14.0
COc1ccc(C2(C(=O)O)CCCC2)cc1	-8.1	1.1	-17.9	-19.0	10.1	3.8	-101.8	-8.7	-8.3
Cc1nn(-c2ccccc2)c2[nH]c(C(F)(F)F)cc(=O)c12	1.4	10.2	10.4	-1.6	0.8	14.7	1.2	7.1	-44.4
O=C(NCC1CCCO1)c1ccc(/C=N/O)nc1 (centres undefined)	4.1	4.6	-3.7	-2.2	18.6	-2.8	-7.9	0.9	2.9
N#CCC(=O)NCCCOC(=O)Nc1ccc(Cl)c(Cl)c1	2.6	-1.4	-5.8	4.7	10.1	23.5	6.8	7.5	7.1
CCc1ccccc1NC(=O)CN(C)C(=O)CN1C(=O)NC2(CCCCCC2)C1=O	3.6	-2.2	-0.8	-0.9	19.5	5.9	1.2	3.8	6.0
CC(Sc1nncn1C)C(=O)Nc1ccccc1-c1ccccc1 (centres undefined)	3.2	-1.6	-2.9	4.5	11.7	-5.2	-0.9	1.4	-4.0
COc1ccc2oc(=O)c(C(=O)N3CCc4ccccc43)cc2c1	3.7	-4.5	4.5	4.1	-6.3	8.9	4.7	5.8	1.7
CC(=O)N1CCN(c2ccccc2NC(=O)COc2cc(C)ccc2C(C)C)CC1	5.8	-1.0	-2.4	5.1	17.4	2.8	-7.9	6.2	3.7
O=C(NCCN1C(=O)CCC1=O)c1ccncc1	-3.4	4.1	0.1	-5.3	4.8	4.4	5.2	4.3	11.0
COCCN(C(=O)Nc1ccc(OC)cc1OC)C1CCN(C(C)C)CC1	3.4	3.0	7.1	2.6	1.8	26.1	12.9	6.4	12.8
Cc1ccccc1OCC(=O)Nc1ccc(N2CCN(C(=O)C(C)C)CC2)c(Cl)c1	2.6	5.9	-0.8	7.8	11.0	18.0	16.3	12.2	10.5
COC(=O)c1cccc(NCN2C(=O)c3ccccc3C2=O)c1	-6.5	nt	6.7	2.8	-5.5	nt	-0.5	nt	0.3
Cc1ccc(Nc2nc(N)nc(CN3CCN(Cc4ccc5c(c4)OCO5)CC3)n2)cc1	5.0	3.4	1.8	-1.0	3.2	-1.5	0.7	5.2	-2.2
Cc1csc(NC(=O)c2c(O)c3cccc4c3n(c2=O)CCC4)n1	2.5	1.3	-0.4	3.4	-2.4	-3.0	11.3	4.2	10.3
COc1ccc2nc3oc(C(=O)NC4CCN(Cc5ccccc5)CC4)cc3cc2c1	1.1	3.4	6.8	2.3	6.9	-14.3	-5.3	4.3	-3.1

# Other results
SMILES	CatB mix inh	CatB inh	CatS block	FXIa inh mix	AP complement	CatL inh	C1s inh	E coli RNAP	CatG inh
Cc1ccc(O)c(-c2cc(C(=O)NCc3ccncc3)[nH]n2)c1	5.5	-1.3	1.9	8.1	14.7	3.2	2.4	nt	-1.4
COc1cccc(CNc2ccc3c(c2)ncn3C(C)C)c1OC	2.8	5.0	3.1	5.3	15.5	7.0	9.6	2.0	5.6
CSC(=O)CC(=O)NC(=O)c1ccccc1	4.8	3.2	4.5	3.3	3.3	1.2	-18.3	3.2	-1.5
OC(COc1ccc2ccccc2c1)Cn1ccnc1 (centres undefined)	-3.8	6.0	-0.3	1.3	-2.1	12.1	7.1	2.7	10.3
Cc1cc(F)ccc1S(=O)(=O)Nc1c(C)n(C)n(-c2ccccc2)c1=O	-3.5	-0.5	-10.9	-6.5	27.7	-7.9	-33.2	0.4	-2.2
CCN(C(=O)CSc1nc2nc(C)cc(C)n2n1)c1cccc(C)c1	2.1	5.2	-1.9	-2.3	-3.9	nt	4.6	8.2	12.4
O=C(Nc1cccc(O)c1)c1cccc(S(=O)(=O)N2CCCC2)c1	0.4	2.0	-0.3	7.8	-8.2	13.3	2.2	8.7	6.4
C=C(C)Cn1c(N2CCN(CC)CC2)nc2c1c(=O)[nH]c(=O)n2C	2.1	1.5	0.7	1.4	-2.5	25.6	10.8	5.7	6.5
Cc1nnc(C)c2c(C)n(-c3ccc(Br)cc3)c(C)c12	4.3	2.8	-2.4	0.0	14.3	7.7	-36.5	9.5	5.5
Cc1nn2c(N3CCOCC3)c3c(nc2c1-c1ccccc1)CCCC3	4.7	2.6	13.0	1.8	7.2	12.2	12.2	nt	8.8
Brc1ccc(OCCn2ccnc2)cc1	-2.0	nt	-2.1	-2.1	-10.8	11.8	-10.1	-5.2	-12.8
CCC(=O)Nc1ccc(F)c(Cl)c1	1.9	3.5	2.7	1.6	8.6	6.1	3.2	10.3	13.3
Clc1ccc(OCc2nc(-c3ccccn3)n[nH]2)cc1	2.4	6.7	-4.5	5.8	2.5	nt	-2.2	9.3	7.0
O=C(c1ccccc1)N1CCN(CC(O)COCC2CC=CCC2)CC1 (centres undefined)	-0.6	6.6	8.8	3.3	-7.8	12.5	4.2	7.8	12.0
CC(NC(=O)c1csc2ccccc12)C1CCCO1 (centres undefined)	4.8	3.2	0.8	1.3	9.8	3.6	2.1	3.4	9.5
